V-ATPase pH – yeast V-ATPase proton transport regulation by pHLuorin; S. cerevisiae, pHLuorin cytosolic pH fluorescence; response, % at 10 µM; 350,000 tested, 0.37% active; AID 504577; in the data active = response mostly above about 7.3%, no sharp cut-off; inactive = mostly below about 5.4%; note: actives read high; inactives centre near 0; some compounds called inactive have numbers as strong as hits; reference of the scale not given here
C-LANA FP – inhibitors of KSHV LANA C-terminal domain DNA binding. MBP-C-LANA/FAM-LBS DNA binding, fluorescence polarization. inhibition, % at 9 µM. 340,000 tested, 0.078% active. AID 504423;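 active = highest replicate inhibition at or above 60% at 9 µM, even if other replicates fall short; inactive = all replicates below 60% inhibition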;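 note: 0% = neutral control wells and 100% = 4 µM acridine orange control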
Keap1-Nrf2 PPI – disrupts human Keap1 binding to Nrf2 peptide. Q14145. Keap1 Kelch-Nrf2 peptide fluorescence polarization, 1536-well. inhibition, % at 9.4 µM. 340,000 tested, 0.15% active. AID 504523; in the data active = inhibition above about 12%; inconclusive = no clear call, values can overlap the other calls; inactive = below about 7.3%;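 note: human Keap1 Kelch domain with fluorescein labeled Nrf2 9mer peptide probe; 0% = neutral control wells and 100% = peptide positive control; higher means more block of Keap1 binding to Nrf2 peptide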
Target sequence (Q14145 whole entry, looked up, the tested form may be a part): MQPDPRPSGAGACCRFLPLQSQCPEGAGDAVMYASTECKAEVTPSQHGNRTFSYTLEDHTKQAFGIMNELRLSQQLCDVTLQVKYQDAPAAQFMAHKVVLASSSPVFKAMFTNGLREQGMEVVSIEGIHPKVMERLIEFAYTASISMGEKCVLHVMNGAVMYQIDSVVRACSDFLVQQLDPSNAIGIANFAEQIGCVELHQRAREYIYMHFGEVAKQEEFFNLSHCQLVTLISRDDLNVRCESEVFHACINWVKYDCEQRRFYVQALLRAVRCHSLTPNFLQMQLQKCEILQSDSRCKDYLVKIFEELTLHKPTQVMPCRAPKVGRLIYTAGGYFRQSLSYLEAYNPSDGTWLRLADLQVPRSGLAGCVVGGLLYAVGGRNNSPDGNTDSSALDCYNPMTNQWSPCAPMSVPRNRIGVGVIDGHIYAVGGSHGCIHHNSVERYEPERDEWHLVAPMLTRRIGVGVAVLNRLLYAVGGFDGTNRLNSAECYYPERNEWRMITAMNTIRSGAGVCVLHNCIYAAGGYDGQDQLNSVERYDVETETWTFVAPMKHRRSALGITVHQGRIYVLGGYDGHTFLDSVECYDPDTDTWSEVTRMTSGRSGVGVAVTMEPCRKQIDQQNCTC
Wnt act – activates Wnt/beta-catenin signaling in a reporter cell assay; activator, plate reader; activation, % at 9.35 µM; 300,000 tested, 1.2% active; in the data active = activation above about 30%, passing the limit was not always enough; inconclusive = no clear call, values can overlap the other calls;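 note: 0% = neutral control wells and 100% = positive control wells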
RTF Ca sens inh – cardiac RTF calcium desensitization. IANBD-labeled cardiac RTF, Ca2+ fluorescence. inhibition, % at 7.15 µM. 340,000 tested, 0.12% active;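 active = inhibition above the mean inhibition of all tested compounds plus 3 SD, cut at about 17% in these data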;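 note: assay run at fixed EC70 calcium of 1.6 mM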
RTF Ca sens act – cardiac RTF calcium sensitization | P19429+P45379 | IANBD-labeled TnC RTF fluorescence at EC20 calcium; 0% EC20 calcium, 100% full calcium | activation, % at 7.2 µM | 340,000 tested, 0.24% active | AID 493008;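 active = activation above the mean over all tested compounds plus 3 SD, cut at about 30% in these data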;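 note: rise in fluorescence read as greater calcium sensitivity of cardiac thin filaments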
MOR-DOR ag – agonists of human mu-delta opioid receptor heterodimerization; P35372+P41143; cells, OPRM1-OPRD1 heterodimerization, luminescence; activation, % at 9.3 µM; 340,000 tested, 0.3% active; AID 504326; in the data active = activation above about 18%;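 note: 0% = vehicle-treated cells and 100% = reference agonist; values of inactives mirror those of a sister screen read the other way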
DSG3 Ab inh – human desmoglein-3 autoantibody binding inhibition. P32926. DSG3-coupled beads, scFv-anti-DSG3-GFP binding, flow cytometry; active compounds read low. binding (percent of control), % at 10 µM. 310,000 tested, 0.48% active. AID 588358;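 active = binding more than 3 SD below its plate's average and above zero; inconclusive = below that plate limit but binding exactly zero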;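 note: hits lower antibody fragment binding to DSG3; some compounds called inactive have numbers as strong as hits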
MOR-DOR inv ag – inverse agonist of human OPRM1-OPRD1 heterodimerization; P35372+P41143; cell-based MOR-DOR heterodimer luminescence, inverse agonism; inhibition, % at 9.3 µM; 340,000 tested, 0.21% active; AID 504357; in the data active = inhibition above about 22%, passing the limit was not always enough;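 note: 0% = cells with DMSO and 100% = wells without cells with DMSO; values of inactives mirror those of a sister screen read the other way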
Arr AP2 block – inhibitors of human beta-arrestin and AP2 interaction; FITC-arrestin peptide / GST-AP2 beads, flow cytometry; AP2 beta2 appendage carries R879A mutation; inhibition, % at 10 µM; 340,000 tested, 0.31% active; AID 504490;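 active = inhibition above a set limit, near 3 SD of compounds lacking own fluorescence, cut at about 54% in these data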;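 note: plate controls were DMSO wells for no effect and 5 µM unlabelled arrestin peptide for full effect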
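Test system: GST-tagged AP2 beta2-adaptin appendage (R879A) on 4 µm glutathione beads; also added: fluorescein-tagged arrestin peptide at 50 nM final; timing: 12 min plus 1 h, RT; signal: flow cytometry, FL1 (488/535 nm); read-out: percent drop in bead-associated FITC signal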
* hit, by the source's call; ? = inconclusive; . = not tested or not shown. Rows were taken by chance. Share with any hit: about 3.1%.

SMILES	V-ATPase pH	C-LANA FP	Keap1-Nrf2 PPI	Wnt act	RTF Ca sens inh	RTF Ca sens act	MOR-DOR ag	DSG3 Ab inh	MOR-DOR inv ag	Arr AP2 block
COc1nc(N)c(S(=O)(=O)c2ccccc2C)cc1C#N	2	2.4	-6	2	3	3	-2.3	102	12	-1
NC(=O)c1ccc(NC(=O)CC23CC4CC(CC(Br)(C4)C2)C3)cc1	-3	-0.1	-2	-2	4	1	-1.4	92	8	-5
O=C(CCNC(=O)c1ccc(Br)cc1)NCc1cccnc1	-1	0.2	-1	2	4	2	-0.8	107	4	-14
NC(=O)C1CC(O)CN1c1nc(CN2CCOCC2)nc2scc(-c3ccccc3)c12 (centres undefined)	2	-1.0	-5	.	-7	1	-0.5	.	3	8
O=C(CCC(=O)c1cccs1)NCc1cccc(C(F)(F)F)c1	4	-0.4	-1	-2	2	-7	-3.6	105	18	-6
CCCCn1c(N)c(N(CCOC)C(=O)c2ccc(-c3cccc(C(F)(F)F)c3)o2)c(=O)[nH]c1=O	-5	-1.2	-4	-3	-4	-10	1.1	98	-7	-2
C=CCn1c(SCC(N)=O)nnc1-c1ccccc1O	-1	-0.2	-3	-7	3	-7	-2.5	.	15	4
O=[N+]([O-])c1cccc(/C=N\N=C2c3ccccc3-c3ccccc32)c1O	-2	0.3	1	0	-5	-3	-3.0	99	18	0
Nc1ccc(Sc2cnn(-c3ccccc3)c(=O)c2Cl)cc1	0	-0.7	-6	.	7	-5	1.5	110	-9	0
CCOc1ccc(S(=O)(=O)N2CCN(C(=O)Cc3n[nH]c(=O)c4ccccc34)CC2)cc1	-7	0.6	-2	-2	-8	7	0.8	99	-5	12
COc1ccc(/C=C/C(=O)Nc2ccc3nc4n(c(=O)c3c2)CCCC4)cc1	0	-1.6	-4	-4	-4	-6	27*	99	-124	-8
COc1cccc(C2(C)NC(=O)N(CC(=O)Nc3ccc(N4CCOCC4)cc3)C2=O)c1 (centres undefined)	8	1.5	-6	-1	-7	-1	-1.4	120	7	10
CCCCCCC[C@@H](C/C=C/CCC(=O)N(C)C/C(=C/Cl)C/C(=C\C(=O)N1C[C@H](O)CC1=O)OC)OC	-1	0.1	-4	-1	-3	-4	0.0	121	0	-6
O=C(COc1ccc2c3c(c(=O)oc2c1)CCCC3)N[C@@H](Cc1ccccc1)C(=O)O	0	-0.6	-4	-1	-5	4	-2.5	109	14	8
CC1CCCCC1NC(=O)c1ccc2c(c1)[nH]c(=O)n2C1CCCC1 (centres undefined)	-1	-0.4	1	.	-14	-1	1.0	98	-6	2
O=c1c2cc3ccccc3n2cnn1Cc1ccccc1F	3	-1.3	-4	.	-3	0	-2.0	101	11	0
O=C(NC(NC(=S)Nc1ccccc1Cl)C(Cl)(Cl)Cl)c1cccc(Cl)c1 (centres undefined)	-1	-1.7	-4	.	0	5	6.6	109	-35	-3
Cc1noc(C)c1C(=O)Nc1cc(Cl)ccc1N1CCOCC1	6	0.2	-3	-2	-3	2	-2.1	.	9	0
CC(C)C[C@@H](CO)N1CCN(Cc2ccc(O)cc2)CCC1=O	1	-1.9	-1	0	-7	9	-0.4	92	2	4
CC1CCCC(N2CCN(C(=O)c3cccc(F)c3)CC2)C1 (centres undefined)	-2	-1.5	-1	-3	-6	-8	-1.2	120	7	23
O=C(Nc1ccc2c(c1)OCO2)C1CC1(Cl)Cl (centres undefined)	-2	2.3	4	?	-9	1	-0.4	101	2	22
NS(=O)(=O)c1ccc(NNC(=O)c2ccccc2)cc1	-4	-0.7	0	2	.	.	.	92	.	5
O=C(Oc1ccc(-c2nnco2)cc1)c1ccc(Br)o1	-4	0.2	-3	0	-1	0	-5.2	100	17	1
COc1ccc(C2C(C(=O)N3CCC(C(N)=O)CC3)CC(=O)N2c2ccc(OC)cc2)cc1 (centres undefined)	4	1.1	2	0	-6	-3	0.0	99	0	5
CC(=O)c1ccc(-c2ccc(C(=O)N(C)Cc3nc4ccccc4c(=O)[nH]3)o2)cc1	-4	0.4	0	4	-6	0	-3.4	.	14	16
Later entries
SMILES	V-ATPase pH	C-LANA FP	Keap1-Nrf2 PPI	Wnt act	RTF Ca sens inh	RTF Ca sens act	MOR-DOR ag	DSG3 Ab inh	MOR-DOR inv ag	Arr AP2 block
O=C(/C=C/c1cccc(F)c1)N(c1ccccn1)C1CCCCC1	-2	0.9	5	1	-1	7	0.6	103	-4	-2
CCOc1ccccc1NC(=O)C(NCCc1ccc(OC)cc1)c1ccccc1 (centres undefined)	0	-2.6	-8	-2	-7	3	3.9	117	-16	-4
COC(=O)c1c(NC(=O)C2CC(=O)NN2Cc2ccccc2)sc(C)c1C (centres undefined)	-9	-1.2	-1	.	0	-1	-2.6	102	14	14
COc1ccc2oc(C(=O)OCc3nnc(-c4ccccc4)o3)c(C)c2c1	6	-1.3	-1	-1	-4	-11	-0.5	92	3	0
CC(/C=N\NC(=O)c1cccnc1)c1ccccc1 (centres undefined)	-3	-0.2	-1	-2	-1	-8	-3.2	123	19	-7
O=C(CCC(=O)c1cccs1)NNC(=O)c1ccccc1Cl	-1	-1.5	0	-1	-3	0	-1.1	.	4	-5
CCn1c(CC(=O)Nc2cccc(OC)c2)nnc1SCC(=O)Nc1nccs1	3	1.9	?	-1	-2	-1	0.1	98	0	49
Cc1cccc(C(C)C)c1NC(=O)Cc1ccc(S(=O)(=O)N2CCOCC2)s1	-1	0.1	-3	-4	-1	-2	0.3	106	-2	15
Cc1nn2cnnc2c(C)c1Cc1ccc(Cl)cc1	-1	0.9	-1	-2	4	-5	-1.9	91	11	7
CC(C)CCNC(=O)CCc1nnc2ccc(N3CCC(C)CC3)nn12	-2	-0.2	-2	2	-2	0	-0.5	108	2	10
COc1ccc(N(C(=O)COc2ccccc2)C2C=CS(=O)(=O)C2)c(OC)c1 (centres undefined)	0	2.0	-2	.	-11	2	-0.4	88	2	8
CC1(C)CN(c2ccccc2)N(Cc2ccc(F)cc2)C1=O	-6	-0.9	0	.	-4	-5	-1.3	96	7	-7
CC1(C)CC(NC(=O)CSc2ccccc2)CC(C)(C)N1	2	-0.9	-5	-2	-7	-1	1.2	110	-9	3
CCS(=O)(=O)NCCc1cc2ccc(C)cc2[nH]c1=O	0	-1.3	0	.	7	-7	-3.3	.	14	-4
COC(=O)C1C2C=CC3(CN(C4CCCC4)C(=O)C13)O2 (centres undefined)	-5	0.6	2	-2	-7	11	1.9	107	-10	-3
CN(C(=O)c1cccc(NC(=O)Cc2ccc(NC(=O)C3CCCN(C(=O)C4CCCC4)C3)cc2)c1)C1CCC1 (centres undefined)	-1	1.0	3	-1	-4	-5	-1.7	98	8	-11
COC(=O)Cn1cc(/C=C/[N+](=O)[O-])c2ccccc21	0	-1.8	6	1	0	1	-1.6	114	8	-13
COc1ccc(NC(=O)CSc2nnc(Cn3cnc4ccccc43)o2)cc1	-3	1.1	-2	0	-1	-6	-0.5	104	3	3
COc1ccc(-c2cc(C)no2)cc1S(=O)(=O)NCCCN1CCCCCC1	-6	0.5	-11	4	-4	2	0.1	.	0	18
Cc1cc(C)c(S(=O)(=O)N2CCN(C(=O)c3ccc4c(c3)OCO4)CC2)c(C)c1	-1	0.4	-3	-3	-10	5	0.0	.	0	5
O=c1[nH]c2ccccc2s1	1	0.4	1	-1	0	-1	-0.6	100	3	29
CCOc1ccc(C(CC(=O)O)NC(=O)C2c3ccccc3Oc3ccccc32)cc1 (centres undefined)	0	2.6	-3	-3	-17	-5	-0.7	105	5	4
CN(CC(=O)N1CCOCC1)S(=O)(=O)c1ccc2ccccc2c1	5	-0.3	-9	-1	4	-3	-2.7	111	12	13
CNC(=S)NNC(=O)c1ccc2c(c1)OCO2	2	0.5	-10	-1	8	-2	-1.2	100	6	-9
CC(=O)N1CCc2cc(S(=O)(=O)NCCC(=O)N3CCN(c4ccccn4)CC3)ccc21	3	-0.4	-2	-15	-1	0	-2.3	.	12	14
(next part)
SMILES	V-ATPase pH	C-LANA FP	Keap1-Nrf2 PPI	Wnt act	RTF Ca sens inh	RTF Ca sens act	MOR-DOR ag	DSG3 Ab inh	MOR-DOR inv ag	Arr AP2 block
CSc1nc2c([nH]1)c(=S)n(C)c(=O)n2C	2	1.3	-3	-2	-8	4	-2.9	97	13	-5
O=C(NCCOc1ccccc1)c1cncc(Br)c1	0	2.3	0	.	-11	7	-0.7	107	4	4
O=C(O)c1cccnc1C(=O)c1ccccc1	0	0.4	1	-3	-3	11	-2.1	114	11	-21
COc1cccc(C(=O)NNC(=S)NC2CCCCC2)c1	2	-0.6	-4	.	0	5	-4.0	103	21	-8
O=C(Nc1ccncc1)C1CCN(S(=O)(=O)c2ccc(Cl)c(C(F)(F)F)c2)CC1	-3	-1.1	2	-2	-4	-2	-0.6	.	3	35
CN(C)c1ncc(CN2CCC(CO)(CCCc3ccccc3)CC2)s1	3	0.2	-7	-2	-8	-3	-0.6	101	3	18

9 entries from above in a different format:
Values run as follows: V-ATPase pH | C-LANA FP | Keap1-Nrf2 PPI | Wnt act | RTF Ca sens inh | RTF Ca sens act | MOR-DOR ag | DSG3 Ab inh | MOR-DOR inv ag | Arr AP2 block
- Cc1cc(C)c(S(=O)(=O)N2CCN(C(=O)c3ccc4c(c3)OCO4)CC2)c(C)c1
 : -1 | 0.4 | -3 | -3 | -10 | 5 | 0.0 | . | 0 | 5
- O=c1[nH]c2ccccc2s1
 : 1 | 0.4 | 1 | -1 | 0 | -1 | -0.6 | 100 | 3 | 29
- CCOc1ccc(C(CC(=O)O)NC(=O)C2c3ccccc3Oc3ccccc32)cc1 (centres undefined)
 : 0 | 2.6 | -3 | -3 | -17 | -5 | -0.7 | 105 | 5 | 4
- CN(CC(=O)N1CCOCC1)S(=O)(=O)c1ccc2ccccc2c1
 : 5 | -0.3 | -9 | -1 | 4 | -3 | -2.7 | 111 | 12 | 13
- CNC(=S)NNC(=O)c1ccc2c(c1)OCO2
 : 2 | 0.5 | -10 | -1 | 8 | -2 | -1.2 | 100 | 6 | -9
- CC(=O)N1CCc2cc(S(=O)(=O)NCCC(=O)N3CCN(c4ccccn4)CC3)ccc21
 : 3 | -0.4 | -2 | -15 | -1 | 0 | -2.3 | . | 12 | 14
- CSc1nc2c([nH]1)c(=S)n(C)c(=O)n2C
 : 2 | 1.3 | -3 | -2 | -8 | 4 | -2.9 | 97 | 13 | -5
- O=C(NCCOc1ccccc1)c1cncc(Br)c1
 : 0 | 2.3 | 0 | . | -11 | 7 | -0.7 | 107 | 4 | 4
- O=C(O)c1cccnc1C(=O)c1ccccc1
 : 0 | 0.4 | 1 | -3 | -3 | 11 | -2.1 | 114 | 11 | -21

From PubChem
